p53 reactivation – restores transcriptional activity of mutant p53. H1299 p53-A138V BP100-luciferase reporter, luminescence, 24 h. Potency, µM (titrated, usually from 92.2 µM), for the others: top-dose activity change, positive = activation, actives largely listed as activators. 320,000 compounds, 0.063% hits. AID 504706; further: % of control where 0% means no effect; nearly all actives have a fitted effect of over 45% in size
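p53-null H1299 cells stably carrying temperature-sensitive p53-A138V and a BP100-luciferase reporter were pinned with compounds (4-point, 1:5 series) and held 24 hrs at 37 deg C. Luminescence was read 10 min after detection reagent.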
BRCA1 expr up – increases BRCA1 expression; MCF7-BRCA1-FFLuc reporter, luminescence, 48 h; response scale: scaled: vehicle 0%, 10 µM genistein 100%; Potency, µM (doses to about 46.1 µM), for inactives: at the highest dose activation, usual class: activators; 380,000 compounds, 1.1% hits; AID 624202; further: nearly all actives have a fitted effect of over 80% in size; some results filed as inactive show a strong effect at the top dose
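Luminescence from a BRCA1-driven firefly luciferase in MCF7 cells was read after 48 h compound exposure at 37 C. Data normalized against DMSO and a 10microM genistein activation control, then curve-fitted across the titration.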
MLL CXXC-DNA inh – MLL CXXC-DNA interaction inhibition; MLL-CXXC / FITC-HOXA9 DNA fluorescence polarization; Potency, µM (titrated, usually from 115 µM), inactives show at the highest dose activity change, negative = inhibition, usual class: inhibitors; 290,000 compounds, 0.037% hits; active means well fitted inhibition curve with a large enough effect in the polarisation, with a control signal flat, not every such curve was filed as active; inconclusive means small, poorly fitted or top-dose-only effect, or effect the other way, or a change in a side signal; inactive means no such curve, though single readings can be large or run the other way; the % refers to the polarisation
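Purified MLL-CXXC (added from a 7 uM solution) was preincubated 5 min at ambient with pinned compounds in 50 mM Tris-HCl pH 7.5, 50 mM NaCl, 1 mM DTT, 0.05% BSA. Fluorescein-labeled HOX-A9 DNA (50 nM solution) followed, 30 min, then polarization read.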
Rab9 promoter act – activators of Rab9 promoter | Potency, µM (series often up to 9.22 µM), for the others: at the top dose activation, negative = inhibition, usual class: activators | Huh7 Rab9 promoter-luciferase reporter, luminescence, 24 h | 320,000 compounds, 2.8% hits | AID 485297; further: % of control where 0% means no effect; nearly all actives have a fitted effect of over 60% in size
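Cells were plated at 1500 per well in reduced-serum medium with 10% FBS and left 2 h. Compound in DMSO was then added for 24 h at 37 °C. Reporter signal was read by luminescence after 10 min with luciferase detection reagent.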
VP16 counter – Gal4-VP16 reporter inhibition counter-screen. Drosophila S2 Gal4-VP16 UAS-luciferase, luminescence, 20 h. Potency, µM (top dose mostly 53.6 µM), for inactives: at the highest dose activity, negative = inhibition, most hits filed as inhibitors. 310,000 compounds, 3.5% hits;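 further: Gal4-VP16 expression switched on by copper sulfate through the metallothionein promoter; on the % scale 0 is the no-effect control and ±100 the full control effect; nearly all actives have a fitted effect of over 50% in size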
ELG1 genotoxic – inducers of genotoxicity in HEK293T ELG1-luciferase cells; Potency, µM (doses to about 46 µM), without a hit: at the top dose activity change, positive = activation, usual class: activators; 330,000 compounds, 1.3% hits; HEK293T ELG1-luciferase reporter, luminescence, 16 h; AID 504466; further: % of control where 0% means no effect; nearly all actives have a fitted effect of over 60% in size
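HEK293T cells expressing luciferase-tagged ELG1 were treated with compound or DMSO for 16 hr at 37°C. Luciferase activity was then read after 30 min with ONE-Glo at room temperature; rising signal flags genetic stress.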
uPA generation – cell surface uPA generation inhibition; 330,000 compounds, 0.31% hits; Potency, µM (series often up to 38.3 µM), inactives show at the top dose activity change, negative = inhibition, usual class: inhibitors; cell surface uPA generation assay, qHTS; active means well fitted inhibition curve with a large enough effect; inconclusive means small, poorly fitted or top-dose-only effect; inactive means no such curve, though single readings can be large or run the other way; tested in mouse RAW 264.7 cells; further: on the % scale 0 is the no-effect control and ±100 the full control effect; nearly all actives have a fitted effect of over 55% in size
RORgamma inh – blocks mouse ROR gamma transcriptional activity; 310,000 compounds, 5.4% hits; P51450; Drosophila S2 Gal4-RORgamma UAS-luciferase reporter, 20 h; Potency, µM (series often up to 53.6 µM), for inactives: at the highest dose activity change, negative = inhibition, usual class: inhibitors; further: on the % scale 0 is the no-effect control and ±100 the full control effect; nearly all actives have a fitted effect of over 60% in size
Target sequence (P51450 whole entry, looked up, the tested form may be a part): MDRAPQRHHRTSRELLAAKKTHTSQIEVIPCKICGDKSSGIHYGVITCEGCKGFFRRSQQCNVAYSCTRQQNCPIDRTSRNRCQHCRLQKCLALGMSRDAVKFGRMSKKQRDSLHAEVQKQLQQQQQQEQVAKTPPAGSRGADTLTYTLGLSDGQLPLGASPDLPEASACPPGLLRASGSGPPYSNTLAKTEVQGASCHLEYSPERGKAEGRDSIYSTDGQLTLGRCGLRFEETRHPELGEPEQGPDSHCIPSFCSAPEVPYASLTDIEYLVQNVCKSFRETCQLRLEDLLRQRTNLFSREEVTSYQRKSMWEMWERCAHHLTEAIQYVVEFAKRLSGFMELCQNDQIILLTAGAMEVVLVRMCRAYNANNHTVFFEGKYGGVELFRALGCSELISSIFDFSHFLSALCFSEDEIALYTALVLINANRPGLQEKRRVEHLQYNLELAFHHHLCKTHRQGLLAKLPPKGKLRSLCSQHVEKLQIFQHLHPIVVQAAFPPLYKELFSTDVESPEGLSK
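Schneider cells (Drosophila), stable Gal4 DBD–ROR gamma + UAS-luc; 1 hr cmpd preincubation; Cu2+ induction 700 uM final; 20 hr ambient; luminescence.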
NPC1 promoter act – activators of NPC1 promoter | Huh7 NPC1 promoter luciferase reporter, 24 h | Potency, µM (titrated, usually from 9.22 µM), without a hit: top-dose activation, actives largely listed as activators | 320,000 compounds, 2.4% hits;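 further: % of control where 0% means no effect; nearly all actives have a fitted effect of over 60% in size; reporter is driven by a mutant NPC1 promoter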
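NPC1 promoter–luciferase Huh7 cells; 24 h compound; luminescence.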
FLuc counter – inhibits or activates purified firefly luciferase, miR-21 counter-screen; Potency, µM (titrated, usually from 57.5 µM), for the others: at the top dose activity change, negative = inhibition, hits mostly inhibitors; P08659; purified FLuc, Km substrates, luminescence inhibition; 360,000 compounds, 6.9% hits;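 further: plate controls were vehicle for no effect and reference inhibitor for full effect; nearly all actives have a fitted effect of over 55% in size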
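Biochemical qHTS of compounds, final roughly 60 µM downward over six points, against 10 nM purified firefly luciferase using Km concentrations of substrates (10 uM D-luciferin, 10 uM ATP) in Tris acetate pH 7.5 buffer; luminescence output.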
MBNL1-CUG inh – blocks human MBNL1 binding to CUG repeat RNA; TR-FRET MBNL1-His/biotin-(CUG)12 binding, 665/545 ratio; Potency, µM (highest dose often 57.5 µM), for the others: at the top dose activity change, negative = inhibition, actives largely listed as inhibitors; 280,000 compounds, 0.036% hits; AID 2675; active means well fitted inhibition curve with a large enough effect in the signal ratio, with a control signal flat, not every such curve was filed as active; inconclusive means small, poorly fitted or top-dose-only effect, or effect the other way, or a change in a side signal; inactive means no such curve, though single readings can be large or run the other way; the % refers to the signal ratio; further: on the % scale 0 is the no-effect control and ±100 the full control effect
Target sequence (Q9NR56 whole entry, looked up): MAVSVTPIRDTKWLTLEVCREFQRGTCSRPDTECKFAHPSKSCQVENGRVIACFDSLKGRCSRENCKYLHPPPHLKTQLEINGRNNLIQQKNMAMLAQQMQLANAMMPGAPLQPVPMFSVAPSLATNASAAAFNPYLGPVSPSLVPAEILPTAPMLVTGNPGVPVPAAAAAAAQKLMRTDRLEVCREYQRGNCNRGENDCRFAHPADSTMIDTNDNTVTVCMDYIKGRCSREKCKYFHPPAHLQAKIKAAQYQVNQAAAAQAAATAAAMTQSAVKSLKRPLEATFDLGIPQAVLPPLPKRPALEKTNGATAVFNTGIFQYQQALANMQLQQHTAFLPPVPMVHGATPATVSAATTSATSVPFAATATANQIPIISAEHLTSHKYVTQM
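Ratiometric TR-FRET (665 over 545 nm, excitation 340 nm) tracks disruption of MBNL1-His/biotin-(CUG)12 complex after 60 min at room temperature, with compounds at 92 nM to 58 uM final.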
Active calls of the source: *; ? = inconclusive; . = not tested or not shown; [ ] = dose if it differs, or a comment. Unless noted, the call rests on the fitted dose curve; in most records, active means well fitted curve in the direction sought with a large enough effect; inconclusive means small, poorly fitted or top-dose-only effect, or another doubt; inactive means no such curve, though single readings can be large; an effect the other way counts as inactive or inconclusive. Potency means the concentration at half of the fitted maximal effect.

SMILES	p53 reactivation	BRCA1 expr up	MLL CXXC-DNA inh	Rab9 promoter act	VP16 counter	ELG1 genotoxic	uPA generation	RORgamma inh	NPC1 promoter act	FLuc counter	MBNL1-CUG inh
COc1ccc(S(=O)(=O)n2ccc(-c3ccc4c(c3)CCC(C)(C)O4)n2)cc1	18.0%	17.0%	-4.9%	4.8%	4.5%	-2.9%	0.8%	3.4%	8.7%	?	.
CC(C)CC1NC(=O)c2ccccc2-n2c1nc1ccc(F)cc1c2=O (stereo not drawn)	13.9%	.	.	-1.5%	.	3.2%	.	.	-4.4%	3.4%	.
CN1CCN(CCCNC(=O)Nc2cccc3ccccc23)CC1	16.9%	-3.1%	-7.3%	0.1%	0.3%	-4.1%	-5.2%	-6.9%	-1.2%	-5.4%	?
COCCN(CCOC)S(=O)(=O)c1ccc(C(=O)NCCCN2CCOCC2)cc1	2.5%	-9.7%	-5.5%	4.7%	-9.2%	2.6%	-3.5%	18.8%	8.4%	1.6%	10.3%
O=C(N1CCCC1)C12CC3CC(CC(Cl)(C3)C1)C2	-4.4%	-6.0%	4.1%	-0.8%	-2.6%	-4.3%	-0.5%	25.6%	-0.3%	0.9%	-2.4%
CCOC(=O)Cc1nnc(NC(=O)CSc2nc3ccccc3[nH]2)s1	3.9%	-2.4%	18.9%	-9.3%	-14.7%	0.2%	-0.5%	-15.0%	1.4%	-15.4%	-0.4%
Cc1cccc2cc(CNCc3ccccc3)c(Cl)nc12	0.4%	22.6%	5.3%	-3.7%	-12.6%	1.4%	3.6%	12.2%	1.0%	-15.6%	-2.8%
Cc1cccc(OCC(=O)Nc2ccc(N3CCN(C(=O)c4ccco4)CC3)cc2)c1C	3.9%	-26.9%	-3.9%	-11.2%	-7.2%	0.8%	0.1%	-16.5%	-3.7%	-0.7%	-9.4%
C=CCn1c(=N)c(C#N)cc2c(=O)n3ccccc3nc21	10.0%	-3.3%	-4.3%	-1.4%	-6.5%	5.2%	-2.7%	?	-0.6%	2.0%	51.2%[activator]
CCCn1nc(NC(=O)c2ccccn2)c2cc3cc(C)ccc3nc21	-4.1%	11.2µM*	28.3%	14.6%	-5.6%	6.1%	1.9%	-4.7%	28.5%	10.7µM*	0.3%
NNC(=O)C(Cc1ccccc1)NC(=O)OCc1ccccc1 (stereo not drawn)	2.0%	-23.6%	2.3%	-3.0%	-13.9%	0.0%	4.0%	21.5%	-5.5%	0.0%	-5.9%
Cc1nc2ccc(-c3nc4ccc(N)cc4[nH]3)cc2[nH]1	-2.0%	-3.1%	1.4%	?	8.91µM*	-2.9%	-5.8%	11.2µM*	?	4.78µM*	-7.3%
Cc1ccccc1C(=O)OCCN(C)Cc1ccccc1	0.0%	35.2%	3.4%	9.3%	18.8%	-1.0%	-0.6%	11.1%	1.7%	-0.4%	-2.6%
CCS(=O)(=O)c1ccc2oc(SCC(=O)c3ccco3)nc2c1	24.9%	5.7%	6.1%	-3.7%	-9.9%	2.4%	-3.5%	?	-1.4%	?	12.9%
Cc1nnc(NC(=O)c2ccc(-c3ccc([N+](=O)[O-])cc3)o2)s1	12.6%	-1.4%	15.9%	-2.4%	-9.5%	6.5%	2.2%	-22.9%	-2.1%	-9.9%	?
Cc1cccc(NC(=O)CSc2cc(C)c(C#N)c3nc4ccccc4n23)c1	2.2%	-5.2%	-2.0%	-1.5%	?	9.2%	-1.4%	0.794µM*	2.4%	-1.0%	3.8%
CNNC(=S)NC1CC2CC1C1C=CCC21 (stereo not drawn)	-0.9%	5.3%	1.7%	-3.7%	10.2%	-0.2%	5.5%	?	0.6%	-3.7%	5.9%
COC(=O)CSc1nn(-c2ccc(F)cc2)c(=S)s1	0.8%	-7.8%	11.9%	-0.7%	1.6%	2.3%	-1.3%	6.6%	11.6%	?	.
COc1cc(CN2CCN(CCCc3ccccc3)C(CCO)C2)cc(OC)c1O (stereo not drawn)	-4.1%	0.0%	2.3%	6.5%	?	-0.9%	5.9%	-42.2%	-1.9%	4.7%	-5.4%
CN(c1cccc(NC(=O)COc2ccc(Cl)cc2Cl)c1)S(C)(=O)=O	?	3.2%	-2.6%	?	-3.4%	8.0%	-0.4%	?	29.4%	1.2µM*	0.9%
Cc1cccc(N(CC(=O)NCCSCc2ccccc2)S(C)(=O)=O)c1	-3.8%	-1.8%	2.6%	0.9%	-1.9%	-5.3%	7.0%	-0.8%	-2.8%	1.5%	5.3%
CCCCC1=CC2=C(c3ccco3)C(=O)C(C)(OC(=O)c3ccc(OC)cc3)C(=O)C2=CN1c1ccc(OC)cc1 (stereo not drawn)	-3.1%	-6.3%	-3.7%	-6.2%	-7.0%	0.9%	-6.8%	13.0%	-0.8%	4.9%	39.2%[activator]
Cc1nc(SCC(=O)Nc2cc(C)on2)c2c(C)c(C)sc2n1	-0.9%	0.3%	7.8%	4.8%	4.2%	-1.3%	-1.2%	?	-1.9%	2.7%	58.8%[activator]
CC(NC(=O)COC(=O)Cc1ccc(-c2ccccc2)cc1)c1ccccc1 (stereo not drawn)	-7.4%	-21.8%	21.4%	-2.4%	-2.3%	-0.3%	2.9%	-9.5%	-1.9%	?	25.3%

Fetched one by one from the list above (4):
SMILES	p53 reactivation	BRCA1 expr up	MLL CXXC-DNA inh	Rab9 promoter act	VP16 counter	ELG1 genotoxic	uPA generation	RORgamma inh	NPC1 promoter act	FLuc counter	MBNL1-CUG inh
Cc1nc(SCC(=O)Nc2cc(C)on2)c2c(C)c(C)sc2n1	-0.9%	0.3%	7.8%	4.8%	4.2%	-1.3%	-1.2%	?	-1.9%	2.7%	58.8%[activator]
CNNC(=S)NC1CC2CC1C1C=CCC21 (stereo not drawn)	-0.9%	5.3%	1.7%	-3.7%	10.2%	-0.2%	5.5%	?	0.6%	-3.7%	5.9%
COc1cc(CN2CCN(CCCc3ccccc3)C(CCO)C2)cc(OC)c1O (stereo not drawn)	-4.1%	0.0%	2.3%	6.5%	?	-0.9%	5.9%	-42.2%	-1.9%	4.7%	-5.4%
CCS(=O)(=O)c1ccc2oc(SCC(=O)c3ccco3)nc2c1	24.9%	5.7%	6.1%	-3.7%	-9.9%	2.4%	-3.5%	?	-1.4%	?	12.9%

New compounds follow.
SMILES	p53 reactivation	BRCA1 expr up	MLL CXXC-DNA inh	Rab9 promoter act	VP16 counter	ELG1 genotoxic	uPA generation	RORgamma inh	NPC1 promoter act	FLuc counter	MBNL1-CUG inh
COCCNC(=O)/C(C#N)=C/c1c(N2CCN(c3cccc(Cl)c3)CC2)nc2c(C)cccn2c1=O	2.0%	-68.6%	4.8%	0.4%[1.84 µM]	-14.2%	-10.2%	12.7%	16.8%	-7.5%	-1.6%	11.8%
CC(C)CNC(=O)c1ccccc1SCC(=O)NC12CC3CC(CC(C3)C1)C2	-9.1%	-23.6%	-3.6%	-5.1%	0.1%	-1.9%	?	31.0%	2.6%	-9.4%	-17.7%
CCn1c(=O)c(C(=O)CN2CCOCC2)c(N)n(Cc2ccccc2)c1=O	-2.0%	22.9%	-4.6%	12.3%	-15.7%	1.5%	1.0%	11.6%	5.6%	0.5%	-5.9%
CC1(C)CC2CC(C)(CN2S(=O)(=O)c2ccc(C(=O)Nc3cc(S(=O)(=O)N4CCOCC4)ccc3Cl)cc2)C1 (stereo not drawn)	6.6%	-35.7%	-1.2%	-6.9%	-9.8%	2.6%	2.6%	?	-11.8%	-1.4%	11.2%
Cc1c(Br)c([N+](=O)[O-])nn1CC(=O)N1CCc2ccccc21	4.4%	1.3%	0.3%	-6.3%	-7.1%	6.9%	-0.5%	3.4%	-1.1%	-1.1%	-0.9%
CCCc1c(O)nc(SCc2ccccc2)[nH]c1=O	12.7%	8.1%	-0.6%	-3.3%	5.1%	2.1%	4.0%	29.6%	0.9%	-1.1%	-18.6%
CC(C)C1Nc2c(O)cc(Cl)c([N+](=O)[O-])c2C2C=CCC21 (stereo not drawn)	-3.8%	-39.1%	11.1%	-3.6%	?	-20.3%	-12.8%	-13.6%	-7.0%	?	5.1%
CCC(=O)Nc1cccc(NC(=S)NC(=O)Cc2ccccc2)c1	2.2%	-1.8%	-2.6%	2.5%	0.9%	-2.4%	4.9%	-22.3%	-3.4%	-1.1%	-3.3%

Screening results from PubChem.

An excerpt; the hit share may differ from the screen's.
